# Screening results deposited in PubChem by National Center for Advancing Translational Sciences (NCATS).
# ERK EGF inh = qHTS Assay for Inhibitors of the ERK Signaling Pathway using a Homogeneous Screening Assay; Stimulation with EGF; HEK293-V1b, EGF-stimulated phospho-ERK AlphaScreen; hit rate 0.41% among 130,000; Potency, µM (series often up to 11.5 µM), inactives show at the top dose activity change, negative = inhibition, most hits filed as inhibitors; AID 1454, 2008; active = well fitted inhibition curve with a large enough effect; inconclusive = small, poorly fitted or top-dose-only effect, or effect the other way;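 also: plate controls were stimulated vehicle wells for no effect and unstimulated vehicle basal for full effect; nearly all actives have a fitted effect of over 55% in size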
#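 Concentration-response of compounds against EGF-driven ERK phosphorylation in V1b-expressing HEK293 cells; 30 min preincubation, 5 min EGF, AlphaScreen detection; Normalized to DMSO basal and 25 nM EGF.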
# * = called active by the depositor; u = inconclusive; [ ] = dose if it differs, or a comment. Potency is read from the fitted curve at half-maximal effect. Some of the compounds tested; rates above refer to the full screens.
SMILES,ERK EGF inh
COc1ccc(Cl)cc1NC(=O)Cn1nc(-c2ccc(C)cc2)n(C)c1=S,14%
Cc1ccc(/C=C/C(=O)NCc2cccs2)o1,2%
O=C(Nc1cccnc1)c1cccc(F)c1,-7%
COc1cccc(CN2CCC(C(=O)N3CCN(c4ccccc4F)CC3)CC2)c1OC,-6%
CC1=CC(C)(C)n2c(O)c(N=N)c3c(C)ccc1c32,-18%[57.5 µM]
COc1ccc(C2C(C(=O)/C=C/c3ccco3)=C(O)C(=O)N2CCN2CCOCC2)cc1 (centres undefined),-4%
COc1ccc(NC(=O)c2cc(Cl)ccc2Cl)c([N+](=O)[O-])c1,7%
Cc1cccc(C(C#N)c2ccc(Cl)nn2)c1 (centres undefined),0%
O=C(COC(=O)c1c2c(nc3ccccc13)CCCCC2)c1ccc(Cl)s1,8%
CC(=O)NCCNC(=O)CNC(=O)c1ccc(Cl)cc1,4%
O=C(OCC(=O)N1CCN(Cc2ccccc2)CC1)c1ccc(Cl)cc1,-3%
CONc1nc2nonc2nc1NOC,3%
CC1C(=O)N(c2ccc(S(=O)(=O)N(C)C)cc2)C1(/C=C/c1ccccc1)C(=O)NC1CCCC1 (centres undefined),0%
COc1ccccc1NC(=O)CCSc1nnc(-c2ccncc2)o1,5%
CCS(=O)(=O)c1nc(S(=O)(=O)c2ccc(C)cc2)c(NCc2ccccn2)s1,-8%[57.5 µM]
COc1ccc(C(=O)Nc2ccc(NC(=O)c3cccs3)cc2)cc1[N+](=O)[O-],6%
CC(=O)Oc1ccc(C2C3=C(CC(C)(C)CC3=O)Nc3cc4c(cc32)OCCO4)cc1 (centres undefined),4%
CCn1c(-c2cc(-c3ccccc3)sc2N)n[nH]c1=S,-2%[57.5 µM]
Cc1ccc(-c2nc3ccccc3c(=O)n2Cc2ccccc2)cc1,-2%
CCN(CC)S(=O)(=O)c1ccc(N2CCCCC2)c(NC(=O)/C(C#N)=C/c2ccc(OC)cc2)c1,6%
CCC(C)NC(=O)CSc1ncnc2sccc12 (centres undefined),0%
CC(C)=NNc1nc(-c2ccccc2)c(C)s1,1%
c1ccc(CN2CCC(N3CCN(Cc4ccc5c(c4)OCO5)CC3)CC2)cc1,-11%[57.5 µM]
O=C(NCCCn1ccnc1)C(=O)NCC1OCCCN1S(=O)(=O)c1ccc(Cl)cc1 (centres undefined),2%
O=c1cnn([C@@H]2O[C@H](CO)[C@@H](O)[C@H]2O)c(=O)[nH]1,-3%[57.5 µM]
CN(NC(=S)Nc1ccc(OC(F)F)cc1)C(=S)Nc1ccc(OC(F)F)cc1,21%
Cc1cc(Cl)ccc1NC(=O)Cn1cncn1,-1%
CC1CCc2c(sc(NC(=S)NC(=O)c3ccccc3)c2C#N)C1 (centres undefined),4%[57.5 µM]
COc1ccc(/C=C(\C)c2nc(C)c(-c3ccccc3)c(=O)[nH]2)cc1,2%[57.5 µM]
CCSc1ccccc1C(=O)N=C1NC(=O)CC2C(=O)NCCN12 (centres undefined),-7%

# Random excerpt: five records from the list
SMILES,ERK EGF inh
O=c1cnn([C@@H]2O[C@H](CO)[C@@H](O)[C@H]2O)c(=O)[nH]1,-3%[57.5 µM]
COc1ccc(/C=C(\C)c2nc(C)c(-c3ccccc3)c(=O)[nH]2)cc1,2%[57.5 µM]
O=C(NCCCn1ccnc1)C(=O)NCC1OCCCN1S(=O)(=O)c1ccc(Cl)cc1 (centres undefined),2%
Cc1cc(Cl)ccc1NC(=O)Cn1cncn1,-1%
CCC(C)NC(=O)CSc1ncnc2sccc12 (centres undefined),0%

# More records
SMILES,ERK EGF inh
O=C(NCc1cccs1)C1CC(=O)N(c2ccc(Cl)cc2)C1 (centres undefined),0%
CCOc1nc(-c2ccncc2)nc2ccccc12,4%
Cc1ccc(S(=O)(=O)N(C)CC(=O)OCC(=O)NC(=O)NC(C)C)cc1,-5%[57.5 µM]
NC1=NC2(CCCC2)N=C(Nc2ccccc2)N1,7%[57.5 µM]
CC(NC(=O)NC1CCCCC1)C(c1cccs1)N1CCOCC1 (centres undefined),8%
OCCNCCNCc1ccccc1OCc1ccccc1,-9%
CN(Cc1ccccc1)C(=O)c1nc2ccccn2c1CNCCOc1cccnc1,0%
COc1cccc(N2CCN(c3ccc(N4C(=O)CCC4=O)cc3[N+](=O)[O-])CC2)c1,0%
Cc1cc(NC(=S)NC(=O)c2ccco2)c2ccccc2n1,1%
O=C(Nc1ccccc1)Nc1nnc(CSCc2ccccc2Cl)s1,3%
COc1ccc(NC(=O)N2CC[C@@]3(CCCN(C(=O)c4cccc(F)c4)C3)C2)cc1,0%
CCOC(=O)CCc1c(C)n(CC)c2ncnn2c1=O,6%
CC(=O)c1ccc(NC(=O)C2(S(=O)(=O)c3ccccc3)CC2)cc1,5%
Cc1noc(C)c1C(=O)OCC(=O)Nc1cccc(S(N)(=O)=O)c1,-6%
CCOc1ccccc1C(=O)N/N=C/c1c[nH]c2ccccc12,u
O=C(NN=C1CCCC1)NC1CCCCC1,12%
O=S(=O)(NC1=NCCCCC1)c1ccc2sc(NS(=O)(=O)c3ccc4ccccc4c3)nc2c1,0%[57.5 µM]
COc1ccccc1C(=O)N/C(=C/c1ccc(Br)cc1)C(=O)N1CCCC1,3%
c1nc(NC2CCCCCC2)c2[nH]cnc2n1,10%
CC(C)c1nnc(NC(=O)C2CCCN2C(=O)Nc2ccccc2F)s1 (centres undefined),-10%
O=C(C(Cc1ccccc1)N1C(=O)c2ccccc2C1=O)N1CCc2ccccc21 (centres undefined),1%
S=C(NC1CCCCC1)N1CCN(Cc2ccccc2Cl)CC1,-11%
COC(=O)c1ccc(N=CC2=C(O)CC(c3ccccc3)CC2=O)cc1 (centres undefined),3%[57.5 µM]
CCOC(=O)C1CCN(C(=O)COc2ccc(N(C)S(=O)(=O)c3ccc(OCC)cc3)cc2)CC1,6%[57.5 µM]
O=c1c(C=NCC2CCCO2)c(-c2ccccc2)[nH]n1-c1ccc([N+](=O)[O-])cc1 (centres undefined),-8%[57.5 µM]
COc1cccc(CN(C(=O)Cn2nnc(-c3ccccc3F)n2)C(C(=O)NC(C)(C)C)c2ccncc2)c1 (centres undefined),5%
CC(C)CC(N)C(=O)OCc1ccc([N+](=O)[O-])cc1 (centres undefined),-1%[57.5 µM]
CC(=O)N(C)Cc1ccc(C(=O)CCl)cc1,1%
COc1ccc(C(=O)N2CCCC(C(=O)N3CCN(c4ccccc4)CC3)C2)cc1 (centres undefined),1%[57.5 µM]
CCOC(=O)Nc1nnc(/C=C/c2ccc(OC)cc2)s1,-6%
Cc1cccc(OC(=O)c2cncc(Br)c2)c1,2%
Cc1cnc(NC(=O)CSc2nnc(COc3ccccc3)o2)s1,-6%[57.5 µM]
O=C(COc1ccc(Cl)cc1Cl)OCC(=O)N1CCCc2ccccc21,7%
Cc1ccc(/C=N/NC(=O)c2ccc3nc[nH]c3c2)s1,0%
CCOC(=O)c1c(/N=C/c2cc(C)ccc2O)sc2c1CCC2,10%
CNC(=S)Nc1ccc(C(N)=O)cc1,2%
NNC(=O)c1ccc(CSc2nc3ccccc3[nH]2)cc1,-13%
O=C(COc1ncnc2cc([N+](=O)[O-])ccc12)NC(=O)NC1CCCCC1,-3%
CCCc1nc2ccccc2n1CC(O)COc1ccc(NC(C)=O)cc1 (centres undefined),1%
O=C(N/N=C/c1cn(-c2cccs2)nc1-c1ccccc1)c1ccc(O)cc1,u
CCCc1ncc(C(O)c2ccccc2OC)n1C (centres undefined),-3%
CN(C(=O)CSc1nncc2ccccc12)C1CCCCC1,6%
COc1ccc(N2C(=O)C3C4C=CC(C4)C3C2=O)c([N+](=O)[O-])c1 (centres undefined),-6%
COCc1c(C(=O)Nc2nc(C)cs2)oc2ccccc12,-7%
COc1ccc(-n2c(=O)c3c4c(sc3n3c(=S)[nH]nc23)CCCC4)cc1,-2%
CC1CCC2C(=O)N(c3ccccc3OC(=O)c3ccccc3F)C(=O)C2C1 (centres undefined),-9%
N#Cc1cn(Cc2ccncc2)c(=O)[nH]c1=O,0%
Cc1ccc(S(=O)(=O)N(CC(=O)Nc2ccccc2C(=O)O)c2cccc(Cl)c2C)cc1,15%
CCN(CC)c1ccc(C(=O)OCC(=O)NC(C)(C)C)cc1,5%[57.5 µM]
C=C(C)C(=O)Nc1cccc(C2=NOC3(C2)C[C@@H](C(N)=O)N(C(=O)c2cc([N+](=O)[O-])cc([N+](=O)[O-])c2C)C3)c1 (some centres undefined),-16%[57.5 µM]
# Remaining list, next part
SMILES,ERK EGF inh
CCSc1nnc(NC(=O)CCCOc2ccc(C)cc2)s1,-12%
Cc1ccc(Nc2nc(N/N=C/c3c[nH]c4ccccc34)nc(N3CCOCC3)n2)cc1,9%
CCN(CC)C(=N)N1c2ccccc2CCC1C (centres undefined),6%
O=C(Cc1nnc(NC(=O)Nc2ccc(Cl)cc2)s1)NCc1ccccc1,-9%
COC(=O)c1ccc(/C=C2/SC(=S)N(CCCC(=O)Nc3ccccn3)C2=O)cc1,1%
Cc1cccc(C)c1-n1c(C)nn(-c2ncc(C(F)(F)F)cc2Cl)c1=O,-15%
C=CCn1cc(C(=O)N2CCc3ccccc3C2)c(=O)c2cc(S(=O)(=O)N(CC)CC)ccc21,0%
O=C(Nc1ccc(O)cc1)c1cc2ccccc2c(=O)s1,-3%
O=C(Nc1ccc2c(c1)C(=O)NC2=O)c1ccc(S(=O)(=O)N2CCCC2)cc1,-7%
CC(C)n1c(=S)[nH]c2cc(C(F)(F)F)ccc21,4%[57.5 µM]
COC(=O)CCC(=O)OC1(C)C(=O)C=C2C=C(C3CC3)N(Cc3ccc4c(c3)OCO4)C=C2C1=O (centres undefined),1%[57.5 µM]
C[C@]12CCC3c4ccc(OCC(=O)O)cc4CCC3C1CCC2=O (some centres undefined),-11%[57.5 µM]
Cc1ncoc1C(=O)N1CCc2c([nH]c3ccccc23)C1C1CCCCC1 (centres undefined),-13%
COc1ccc(NC(=O)NCc2ccc3c(c2)OCO3)cc1,28%
O=C(NCCCn1ccnc1)Nc1cccc2ccccc12,-7%
Cc1cc(OCC(O)CN)ccc1Cl (centres undefined),-5%
C/C(=N\NC(=O)CC(C)C)c1ccc(N2CCCCC2)cc1,-1%
CC(=O)c1c(O)c(C)c(O)c2c1OC1=CC(=O)C(C(C)=O)C(=O)[C@@]12C (some centres undefined),3%
CCCCCCc1cc2cc(C(=O)NCc3ccccc3)c(=N)oc2cc1O,12%
CCNc1nc(NC(C)C)nc(NC(C)(C)C)n1,5%

# Reformatted field by field: entries from further up.
O=C(NCCCn1ccnc1)Nc1cccc2ccccc12
  ERK EGF inh: -7%
Cc1cc(OCC(O)CN)ccc1Cl (centres undefined)
  ERK EGF inh: -5%
C/C(=N\NC(=O)CC(C)C)c1ccc(N2CCCCC2)cc1
  ERK EGF inh: -1%
CC(=O)c1c(O)c(C)c(O)c2c1OC1=CC(=O)C(C(C)=O)C(=O)[C@@]12C (some centres undefined)
  ERK EGF inh: 3%

# New compounds follow.
SMILES,ERK EGF inh
CC(=O)Cn1nnc2sc3c(c2c1=O)CCC(C(C)(C)C)C3 (centres undefined),-3%
Cc1c(CN2CCCC(C(=O)c3cccc(Cl)c3)C2)c(=O)n(-c2ccccc2)n1C (centres undefined),-6%
CC1(C)C2CCC1(C(=O)O)c1nc3ccccc3nc12 (centres undefined),20%[57.5 µM]
O=C(Nc1ccc([N+](=O)[O-])cc1)C1CC12CCC2 (centres undefined),1%
CO/N=C/C(=N\Nc1ccc(OC)cc1)C(=O)c1ccc(F)cc1,u
OC[C@H]1O[C@@H](OC[C@H]2O[C@@H](O)[C@H](O)[C@@H](O)[C@@H]2O)[C@H](O)[C@@H](O)[C@@H]1O,-2%
O=C(NCCN1C(=O)S/C(=C\c2cccs2)C1=O)c1ccc(=O)[nH]c1,1%
Cc1ccccc1N1C(=O)C2ON(c3ccccc3)C(c3ccco3)C2C1=O (centres undefined),1%[57.5 µM]
COC(=O)CCC/C=C1/SCC(NC(=O)c2ccccc2)/C1=N/O (centres undefined),6%
O=C(Nc1ccccc1)C1=C[C@@H](c2ccccc2)C[C@@H](OCc2ccc(CO)cc2)O1,-7%[57.5 µM]
CCc1ccc(C(=O)NNC(=O)OC)cc1,-4%
COc1ccc(CNCc2cccc(Oc3ccccc3)c2)cc1,10%
S=C(NCCc1ccccc1)Nc1ccccc1N1CCOCC1,6%
CCCn1c(SCC(=O)Nc2cc(S(=O)(=O)N3CCOCC3)ccc2Cl)n[nH]c1=O,13%
Cc1nc(N2CCCCC2)sc1C=O,-7%
CCn1c2ccccc2c2c3ncc4cccn4c3ccc21,u
Cc1ccc(NC(=O)Cn2nc(C)c(S(=O)(=O)N(C)C)c2C)cc1C,3%
CCN1C(=O)/C(=C/c2nc3ccccc3c(=O)n2-c2ccc(C)cc2)c2ccccc21,u
CCOC(=O)c1sc(=S)n(CC)c1NC(=O)c1ccccc1C,-5%[57.5 µM]

# A second format for five compounds above:
Molecule | ERK EGF inh
CN(Cc1ccccc1)C(=O)c1nc2ccccn2c1CNCCOc1cccnc1 | 0%
COc1cccc(N2CCN(c3ccc(N4C(=O)CCC4=O)cc3[N+](=O)[O-])CC2)c1 | 0%
Cc1cc(NC(=S)NC(=O)c2ccco2)c2ccccc2n1 | 1%
O=C(Nc1ccccc1)Nc1nnc(CSCc2ccccc2Cl)s1 | 3%
COc1ccc(NC(=O)N2CC[C@@]3(CCCN(C(=O)c4cccc(F)c4)C3)C2)cc1 | 0%
